hgDAF-12 ag: activates the H. glycines DAF-12 receptor ligand-binding domain; HEK293 GAL4-hgDAF12 UAS-luciferase reporter, agonist luminescence; normalized to butyrate control; activation, % at 6.8 µM; actives 1.8% (n = 370,000); AID 687014;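 active = activation above a cutoff set at the mean of all screened compounds plus 3 SD, cut at about 10% in these data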;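 note: 0% = DMSO wells and 100% = sodium butyrate wells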
ADAM10 inh: inhibitors of human ADAM10; O14672; recombinant ADAM10, EDANS/DABCYL FRET peptide cleavage, 3 h; inhibition, % at 7 µM; actives 0.62% (n = 370,000);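 active = inhibition above a per-campaign cutoff equal to the mean of compounds falling between control-based bounds plus 3 SD, cut at about 20% in these data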;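 note: 0% = DMSO wells while the 100% control is not disclosed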
GC-A act: GC-A (human) enzyme activation. HEK293 GC-A cells, cGMP TR-FRET, EC30 ANP; 0% at EC30 ANP, 100% saturating ANP. activation, % at 10 µM. P16066. actives 0.14% (n = 370,000); in the data active = activation above about 40%
SMARCA2 act: increases SMARCA2 function in MMTV reporter cells. actives 1% (n = 370,000). MG213 cells, MMTV-luciferase reporter, dexamethasone, overnight. activation, % at 9.1 µM; in the data active = activation above about 7.8%;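 note: 0% = vehicle wells and 100% = reference activator wells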
DAX1 inh-1: inhibitors of DAX1 repression of SF-1 activated StAR promoter. inhibition, % at 6.8 µM. AID 652010. actives 1.1% (n = 370,000). HEK293T StAR-luciferase reporter, SF-1/DAX-1 repression relief;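 active = inhibition above the mean over all tested compounds plus 3 SD, cut at about 3.6% in these data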;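 note: 0% = DAX-1 cells with DMSO and 100% = cells lacking DAX-1 with DMSO; higher inhibition means more luminescence from relief of DAX-1 repression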
ssDAF-12 act: S. stercoralis DAF-12 activation, primary screen; AID 652126; HEK293 ssDAF-12/GRIP1 lit1-tk-luc reporter, luminescence; % of 3 µM dafachronic acid response; activation, % at 6.8 µM; actives 1% (n = 370,000);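 active = activation above the mean over all tested compounds plus 3 SD, cut at about 0.9% in these data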;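 note: 0% = DMSO-only wells and 100% = 3 µM delta7-dafachronic acid wells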
GAA850 FXN act: frataxin GAA850 promoter activation | HEK293 lucGAA850 FXN promoter luciferase reporter, 24 h; percent of 10 µM SAHA response | activation, % at 6 µM | actives 0.56% (n = 360,000);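 active = activation above the average of all compounds screened plus 3 SD, cutoff fixed separately per campaign, cut at about 7.5% in these data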;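 note: 0% = DMSO wells and 100% = 10 µM SAHA wells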
HGIII-sPLA2 inh: Blocks human group III sPLA2 activity; Q9NZ20; QFRET BODIPY PC-A2 liposome hydrolysis, fluorescence; inhibition, % at 12.2 µM; actives 0.56% (n = 370,000); AID 743126;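 active = inhibition above mean plus 3 SD of compounds lying within the high and low control bounds, cut at about 19% in these data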;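 note: 0% = median of test compound wells and 100% = no enzyme DMSO wells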
Target sequence (Q9NZ20 whole entry, looked up): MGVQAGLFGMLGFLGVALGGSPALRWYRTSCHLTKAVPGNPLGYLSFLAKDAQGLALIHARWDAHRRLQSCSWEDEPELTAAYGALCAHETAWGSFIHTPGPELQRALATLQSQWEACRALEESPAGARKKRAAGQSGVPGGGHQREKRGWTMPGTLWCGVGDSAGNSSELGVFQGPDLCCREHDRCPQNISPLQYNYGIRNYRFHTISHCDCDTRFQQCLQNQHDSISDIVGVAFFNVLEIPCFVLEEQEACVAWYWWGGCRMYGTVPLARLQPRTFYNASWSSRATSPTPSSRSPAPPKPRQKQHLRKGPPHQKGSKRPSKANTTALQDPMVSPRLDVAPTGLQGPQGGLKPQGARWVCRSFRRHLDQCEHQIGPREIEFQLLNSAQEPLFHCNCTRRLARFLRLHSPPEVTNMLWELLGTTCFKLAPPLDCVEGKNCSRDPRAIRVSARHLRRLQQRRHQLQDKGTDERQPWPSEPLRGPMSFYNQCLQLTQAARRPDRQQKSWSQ
hcDAF12 agonist: activates DAF-12 receptor from parasite H. contortus; HEK293 hcDAF-12 lit1-tk-luc reporter, luminescence; 0% DMSO, 100% Δ7-dafachronic acid; activation, % at 6.8 µM; actives 1.4% (n = 370,000); AID 652067;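 active = activation above the mean of all tested compounds plus 3 SD, cut at about 5.5% in these data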;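 note: 100% = response to 3 µM Δ7-dafachronic acid high control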
DAX1 inh-2: inhibitors of human orphan nuclear receptor DAX1 (NR0B1); P51843; HEK293 Gal4-DAX1 luciferase reporter, luminescence; inhibition, % at 6.75 µM; actives 0.99% (n = 340,000); AID 504766;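 active = inhibition above the mean over all tested compounds plus 3 SD, cut at about 4.2% in these data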;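 note: 0% = DAX1-transfected cells with DMSO and 100% = empty-vector control cells with DMSO; inhibition shows as a rise in luminescence from relieved DAX1 repression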
Target sequence (P51843 207-470 limits assumed): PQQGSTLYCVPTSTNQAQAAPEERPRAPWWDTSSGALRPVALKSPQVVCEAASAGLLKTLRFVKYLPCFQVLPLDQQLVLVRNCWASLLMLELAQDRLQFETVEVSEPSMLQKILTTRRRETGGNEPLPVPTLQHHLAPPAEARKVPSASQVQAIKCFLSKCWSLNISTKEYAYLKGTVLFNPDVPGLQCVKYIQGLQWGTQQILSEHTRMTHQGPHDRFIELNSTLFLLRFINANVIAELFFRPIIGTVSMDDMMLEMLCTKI
GC-B act: GC-B (human) receptor activation | P20594 | HEK293-GC-B cells, CNP EC30, cGMP TR-FRET; 0% at EC30 CNP, 100% saturating CNP | activation, % at 10 µM | actives 0.11% (n = 370,000) | AID 1920062;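 active = activation at 10 µM reaching about 35% in either raw or pattern-adjusted values, limit read from the data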
* hit, by the source's call; . = no result given. Not a hit list, and some 6.6% of all compounds hit somewhere here.

SMILES	hgDAF-12 ag	ADAM10 inh	GC-A act	SMARCA2 act	DAX1 inh-1	ssDAF-12 act	GAA850 FXN act	HGIII-sPLA2 inh	hcDAF12 agonist	DAX1 inh-2	GC-B act
Cc1cc(-c2n[nH]c(=S)n2N=Cc2c3ccccc3cc3ccccc23)n[nH]1	2.7	-35	-2	-4	-0.5	-1.1	.	11	-0.2	.	0
Cc1ccc(C(=O)NNC(=O)c2ccc(NS(=O)(=O)c3cccs3)cc2)o1	-1.9	-11	-1	0	1.1	-0.9	-1.3	4	-0.5	1.2	5
Cc1cccc(NC(=S)N(Cc2cccc(Br)c2)CC2CCC(C(=O)O)CC2)c1 (centres undefined)	-2.0	6	.	-5	-0.4	-0.9	-0.4	2	1.5	1.0	.
c1ccc(-c2nc(N3CCOCC3)cc(N3CCOCC3)n2)cc1	-3.4	-4	-11	-2	-0.8	-1.0	-2.6	-2	-1.7	0.5	-10
Cc1cccc(NC(=O)c2cccnc2)c1C	0.5	5	1	0	-0.4	-1.0	-0.5	1	-0.3	-1.5	2
CCn1nnc(NC(=O)C(c2ccccc2)c2ccccc2)n1	0.9	9	0	5	-2.0	-1.5	4.4	2	-0.6	-0.8	6
COc1ccc(/C=C/c2cccc[n+]2C)c(O)c1	-1.8	3	-12	-3	-0.1	-1.6	0.3	2	-1.5	-1.2	-10
CCOC(=O)CSc1cc(=O)n(CC)c2ccccc12	-0.9	-41	17	-3	0.7	-0.1	-0.6	8	1.9	1.6	24
Cc1ccc(C(=O)NC(CCc2ccccc2)C(=O)O)cc1 (centres undefined)	-1.0	-4	2	7	0.6	-1.2	1.2	7	1.2	0.6	10
O=C(Nc1ccc(N2CCN(c3ccc(C(F)(F)F)cn3)CC2)nc1)c1cccs1	0.4	-4	-6	-4	0.2	-1.3	0.9	13	-0.4	0.4	0
Cc1ccc(CNC(=O)Cc2cccs2)cc1	3.6	7	1	1	1.1	-0.7	3.3	10	-0.3	0.3	1
CCOC(=O)N1CCN(C(=O)/C=C/c2ccc(OC)c(OC)c2)CC1	-0.4	-41	-2	-1	-0.5	-1.0	0.0	2	-1.1	-1.4	3
CN1C2=N[C@@H](c3ccccc3)CC(=O)N2/C(=C\c2ccccc2)[C@H]1c1ccccc1	1.1	18	-31	.	.	-0.9	.	-4	-0.9	.	-35
CCOC(=O)N1CCN(c2cc(C)c([N+](=O)[O-])cc2F)CC1	4.7	-3	-6	-4	-0.7	-1.5	1.2	-4	-1.1	0.6	2
CCC(CC)C(=O)Nc1nnc(S(=O)(=O)N2c3ccccc3CC2C)s1 (centres undefined)	0.8	-5	5	-1	-0.9	-1.7	-1.6	-19	-1.2	0.6	1
O=C(Nc1cccc(Cl)c1)N1N=CCC1c1ccccc1 (centres undefined)	-1.3	1	-1	-2	0.1	-1.7	1.2	-2	-1.6	.	-5
Cn1ncc(C#N)c1NC(=O)C1CC(c2c(F)cccc2Cl)=NO1 (centres undefined)	-2.0	4	2	0	-0.6	-0.6	2.2	7	-1.3	0.4	2
CCCC(=O)Nc1nn(C)c2nc3ccc(C)cc3cc12	-0.1	-14	3	1	-0.3	-1.5	0.1	-1	-2.2	1.4	-3
COC(=O)c1c(NC(=O)C2Cc3ccccc3C(=O)O2)sc2c1CCCC2 (centres undefined)	-0.6	-4	-5	1	-0.1	-1.1	2.6	2	0.4	0.2	-7
CCCCn1c(=O)[nH]c(=O)c2c1nc(-c1ccc3ccccc3c1)n2CC	-1.4	-31	1	-2	1.5	-1.0	2.0	4	-1.8	-0.9	4
COc1ccc(S[C@]2(C(=O)NCC(C)C)CC(=O)N[C@@H]2c2ccc(OC)cc2)cc1	0.0	-1	-2	-2	0.1	-1.4	.	-2	0.5	.	-3
O=C1Nc2ccccc2/C1=C/c1ccccc1Cl	0.0	7	1	3	-0.6	-0.4	2.3	-8	2.2	-1.0	-1
COc1cccc(NC(=O)C2CCN(c3cnccn3)CC2)c1	1.2	-18	-5	0	-0.4	0.3	-0.6	7	-1.7	0.3	1
COc1ccc(S(=O)(=O)N2CCCC2C(=O)Nc2ccc(C)cc2)cc1 (centres undefined)	-0.3	2	2	0	-0.4	-1.0	2.4	-1	-1.1	-1.1	0
c1cncc(-c2nnc(-c3cccs3)o2)c1	2.3	-119	1	3	-0.4	-1.1	5.0	7	0.7	2.5	3
Cn1c(=O)c2c(nc(N3CCc4ccccc4C3)n2Cc2ccc(Br)cc2)n(C)c1=O	-0.5	6	-4	2	0.1	-0.8	-0.1	-2	0.3	1.8	2
CC(=O)c1cc(C#N)c(SCC(=O)Nc2nccs2)nc1C	8.1	-8	1	-2	0.6	-0.9	-0.4	-7	2.7	4.0	-2
O=S1(=O)C[C@@H](O)[C@@H](Nc2ccc(Cl)cc2)C1	-0.3	6	-1	5	-0.1	-0.4	-0.9	-2	-0.8	-0.6	5
COc1ccc(CCC2CCNCC2)cc1	0.8	3	1	0	0.2	-1.6	1.4	7	-1.3	-1.3	-2
COc1cc(OC)c2ccc(=O)oc2c1C(CC(=O)N1CCOCC1)c1ccc(N(C)C)cc1 (centres undefined)	-2.0	-15	-2	-1	0.0	-1.5	0.6	13	-1.6	-0.2	0
O=C(O)Cc1sc(Nc2cccc3ccccc23)nc1-c1ccc(F)cc1	-0.2	-14	1	-1	0.0	-0.3	4.0	4	0.7	0.5	-2
CN(Cc1ccccc1)C(=O)CSc1nc2ccccc2c(=O)n1Cc1ccco1	-4.1	8	-6	-1	-2.2	-1.1	-5.7	-10	-3.4	-2.6	1
CCOC(=O)C1=C(C)NC(=O)NC1c1ccccc1Cl (centres undefined)	-1.3	4	3	-3	-0.7	-1.2	-0.7	4	-0.6	-1.5	6
N/C(=N\OC(=O)c1cccc(F)c1)c1ccccc1	6.1	6	7	2	1.0	-0.2	5.0	0	3.0	1.4	-2
Cc1cc(Cl)c(OCCCSc2nc(C)cc(=O)[nH]2)c(Br)c1	-3.5	4	1	-1	-0.2	-1.4	2.3	-4	0.3	0.7	-4
COc1ccc(S(=O)(=O)N2CCN(Cc3ccc(OC)c(OC)c3)CC2)cc1	-0.6	-9	-2	0	-0.3	-1.7	0.9	-1	-2.1	0.6	3
O=C(C1CCCCC1)N1C[C@@H](O)[C@H](n2cc(-c3ccc(F)cc3)nn2)C[C@@H]1c1ccc(Cl)cc1	-0.6	11	-1	-6	-0.2	-0.9	-1.2	-22	-0.3	0.9	-4
COc1ccc(CCNc2cc(C)nc3c(-c4ccccc4OC)cnn23)cc1OC	-1.4	-65	5	1	-0.6	-1.3	-0.4	-1	-2.7	0.0	1
CCCCCCn1nc(C(=O)N(CCOC)c2c(N)n(CCCC)c(=O)[nH]c2=O)c2ccccc2c1=O	-1.4	-16	-2	1	-1.8	-1.2	-0.1	3	-1.1	1.0	-2
O=C(O)c1cccc(Nc2ccc3nonc3c2[N+](=O)[O-])c1	-0.9	9	-2	-1	0.4	-1.0	0.5	20*	-0.2	0.4	3
Fc1ccc(OCc2nnc(SCCN3CCOCC3)o2)cc1	0.3	2	5	-1	0.8	-1.2	1.3	-3	-1.2	0.2	5
CN(Cc1ccco1)C(=O)c1ccc(CNS(=O)(=O)c2ccc3c(c2)C(C)(C)C(=O)N3C)cc1	-2.1	-10	1	-2	-0.6	-1.6	-1.1	-1	-1.8	-1.0	0
S=C(NCCC1=CCCCC1)NCc1ccco1	5.6	-4	-5	0	0.1	-0.6	3.6	9	0.2	3.9	3
CCOc1ccc(CCN2CN(C3CCCCC3)CNC2=S)cc1OCC	-0.9	0	-2	0	0.2	-1.6	1.3	18	-1.4	-1.9	5
Cc1cc(C(=O)OCC(=O)Nc2ccccc2C(F)(F)F)on1	-0.6	-13	1	-4	0.0	-1.1	-1.1	7	2.1	1.8	0
Cn1cc(Br)c(C(=O)NNC(=O)Cc2ccc(Cl)cc2)n1	-0.7	14	2	-1	0.0	-1.0	0.5	7	0.3	3.0	0
O=C(NNC(=O)c1ccc([N+](=O)[O-])cc1)c1ccncc1	1.2	-5	-2	-3	-0.6	-0.7	0.5	11	-0.9	2.6	5
Cc1cc([N+](=O)[O-])c(C)cc1-c1ccc(/C=N/NC(=O)c2cccnc2)o1	-2.1	-4	-5	-2	-0.2	-1.5	1.4	-4	-1.7	-2.7	-3
CCn1c(SC(C)C(=O)NCC2CCCO2)nc2ccccc21 (centres undefined)	1.1	-5	-1	0	1.6	-1.1	2.1	1	-1.9	0.8	3
CC1CCN(c2ccc([N+](=O)[O-])cc2C(=O)N2CCOCC2)CC1	1.1	-5	-2	-3	-1.5	-0.7	2.9	7	-2.3	-0.1	-5
COc1ccccc1-c1nnc(SCC(=O)O)n1-c1ccc(C)cc1	-1.9	0	-2	1	1.0	0.9	0.4	-2	2.9	0.5	-3
O=C(Nc1ccc(N2CCN(C(=O)c3cccs3)CC2)c(Cl)c1)c1ccco1	-1.9	3	5	-5	-2.7	-1.9	-1.5	-1	-2.4	-0.7	3
COc1cc(C(=O)Nc2c(C(=O)N3CCOCC3)oc3ccccc23)cc(OC)c1OC	-4.2	-7	-5	-1	-3.3	-0.9	0.5	1	-4.3	0.4	0
CCOc1ccccc1NC(=O)Cc1coc2ccc(C)cc12	0.6	8	-3	-2	-0.1	-0.7	1.3	-4	0.4	-0.1	5
COc1ccc(N(C)C(=O)c2onc3c2CCCC3)cc1	-1.8	-3	-2	0	-0.1	-1.2	2.3	4	-1.3	-0.5	-2
COc1ccccc1CN1CCN(C(=O)c2ccncc2)CC1	-0.1	1	-3	1	0.2	-1.0	-0.4	-4	-1.8	0.4	2
c1cc2c(nn1)CCc1nonc1-2	0.1	1	3	-2	0.2	-0.9	-2.0	-5	-1.8	-0.8	5
COc1ccc(NC(=O)N(C)C[C@H]2Oc3c(NC(=O)Nc4ccccc4)cccc3C(=O)N([C@H](C)CO)C[C@@H]2C)cc1	-0.9	-1	-4	1	-0.6	-1.5	-2.5	-8	-0.7	-0.4	2
COc1cccc(CNc2nc3nc(C)cc(=O)n3[nH]2)c1	1.2	-1	-3	-1	-0.5	-0.5	1.7	8	-0.8	0.3	-2
COc1ccc(S(=O)(=O)N2CCN(CC(=O)Nc3ccccc3Cl)CC2)cc1	-2.9	-8	0	2	-0.1	-0.7	-0.4	0	0.0	-0.9	-4
CCOC(=O)N1CCN(S(=O)(=O)CCNC(=O)c2ccc(OC)cc2)CC1	-2.2	-6	0	-2	0.8	-1.0	2.5	7	-0.5	-0.3	6
CCOC(=O)c1c(C)n(C)c2c(C)cc(O)c(OC(C)=O)c12	-1.5	11	1	2	-0.1	-1.2	-2.1	-2	-2.4	-0.3	-6
CCOC(=O)c1cnc(SCC)[nH]c1=O	-1.4	8	-2	0	-0.1	-1.4	0.4	-2	-1.8	1.2	2

High-throughput results (PubChem BioAssay)
